Luciferase inh = firefly luciferase inhibition; P08659; purified firefly luciferase, luminescence, 8 min; Potency, µM (titrated, usually from 57.1 µM), without a hit: at the top dose activity change, negative = inhibition, hits mostly inhibitors; hit rate 2.2% among 72,000; further: potency means the concentration at half of the fitted maximal effect; on the % scale 0 is the no-effect control and ±100 the full control effect; nearly all actives have a fitted effect of over 40% in size
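Firefly luciferase (PKLight detection mix) with 10 uM ATP in pH 7.2 imidazole buffer (KCl, MgCl2, Tween 20, BSA). Compounds tested across a concentration series (qHTS). Luminescence read after 8 min at ambient temperature.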
Rhodamine autofl = compound autofluorescence in rhodamine spectral region | Rhodamine-region fluorescence, 547/598 nm, Tris buffer; stronger effect = higher value | hit rate 0.05% among 59,000 | max dye-equivalent concentration, M; in the data active means max dye-equivalent concentration above about 11 nM; inconclusive means between about 1.1 nM and that limit
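A six-point rhodamine series on each plate calibrates the signal. Compounds sit in 100 mM Tris (pH 8.0) for 15 min at ambient temperature before imaging through 547 nm/598 nm filters.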
TexasRed autofl = compound fluoresces in the Texas Red spectral region; hit rate 0.06% among 59,000; max dye-equivalent concentration, M; Compound fluorescence, Texas Red channel, 547/618 nm; stronger effect = higher value; in the data active means max dye-equivalent concentration above about 10 nM; inconclusive means between about 1.1 nM and that limit
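Fluorescence at ex 547/em 618 nm, normalized against an on-plate Texas Red standard series to give dye-equivalent concentration per compound concentration. Buffer 100 mM Tris, pH 8.0; 15 min RT incubation before CCD imaging.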
HBB splice mod = alters splicing of the hemoglobin beta chain; Potency, µM (doses to about 46.1 µM), for inactives: top-dose activation, most hits filed as activators; AID 925; hit rate 0.06% among 65,000; HBB splicing reporter cell assay, activation; EGFP reporter with mutant IVS2-654 intron; response scale: normalised to 500 nM splice-correcting PNA; further: potency means the concentration at half of the fitted maximal effect; 0% is about no effect
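Compounds were applied for 2 days to HeLa EGFP-654 cells, 500/well in Optimem with 2% FCS. The reporter's EGFP is disrupted by mis-splicing of beta-globin intron IVS2-654. Readout: summed well GFP fluorescence from 488 nm laser scanning; reference was 500 nM antisense […] 654 PNA.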
CRE Fsk mod = modulators of forskolin-stimulated CRE signaling in CHO cells. hit rate 2.5% among 71,000. CHO CRE-bla reporter (cAMP response element driving beta-lactamase), forskolin EC10, beta-lactamase ratio. Potency, µM (doses to about 38.2 µM), for inactives: top-dose activity change, negative = inhibition, most hits filed as activators; active means well fitted activation curve with a large enough effect in the signal ratio, with a control signal flat, not every such curve was filed as active; inconclusive means small, poorly fitted or top-dose-only effect, or effect the other way, or a change in a side signal; the % refers to the signal ratio; further: potency means the concentration at half of the fitted maximal effect; % of control where 0% means no effect
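CRE-bla CHO cells stimulated with EC10 NKH 477 (water-soluble forskolin) and compound titrations, 3 h at 37C; beta-lactamase read with CCF4 after 2 h at room temperature. Activity from 460/530 nm emission ratio, AC50 values for positive or negative modulation.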
ALOX15 inhib = blocks human 15-lipoxygenase activity; AID 887; hit rate 1.4% among 74,000; P16050; Potency, µM (titrated, usually from 57.1 µM), without a hit: at the top dose activity change, negative = inhibition, actives largely listed as inhibitors; purified 15hLO-1, xylenol orange hydroperoxide absorbance; further: potency means the concentration at half of the fitted maximal effect; on the % scale 0 is the no-effect control and ±100 the full control effect; nearly all actives have a fitted effect of over 55% in size
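Purified human 15hLO-1 (40 nM) in 25 mM Hepes pH 7.5, 0.01% Triton X-100, preincubated 15 min RT with compound, then 50 uM arachidonic acid for 6 min. Hydroperoxide read by ferrous/xylenol orange, 30 min; 573/405 nm absorbance ratio gave progress.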
Hsp90 Hop PPI = changes Hsp90-Hop TPR2A binding signal, up or down; AlphaScreen TPR2A-His6 binding biotin-Hsp90 C-terminal peptide; Potency, µM (titrated, usually from 57 µM), without a hit: at the top dose activity change, negative = inhibition; hit rate 0.44% among 71,000; active means well fitted curve in either direction with a large enough effect; inconclusive means small, poorly fitted or top-dose-only effect, or another doubt; further: potency means the concentration at half of the fitted maximal effect; on the % scale 0 is the no-effect control and ±100 the full control effect; many of its hits are not listed in these tables
HADH2 inh = blocks human hydroxyacyl-CoA dehydrogenase type II; hit rate 3.4% among 73,000; Q99714; recombinant HADH2, NADH fluorescence, beta-hydroxybutyryl-CoA; Potency, µM (series often up to 57.1 µM), inactives show at the top dose activity change, negative = inhibition, usual class: inhibitors; AID 886; further: potency means the concentration at half of the fitted maximal effect; on the % scale 0 is the no-effect control and ±100 the full control effect; nearly all actives have a fitted effect of over 60% in size; many of its hits are not listed in these tables
Target sequence (Q99714 whole entry, looked up, one chain of several): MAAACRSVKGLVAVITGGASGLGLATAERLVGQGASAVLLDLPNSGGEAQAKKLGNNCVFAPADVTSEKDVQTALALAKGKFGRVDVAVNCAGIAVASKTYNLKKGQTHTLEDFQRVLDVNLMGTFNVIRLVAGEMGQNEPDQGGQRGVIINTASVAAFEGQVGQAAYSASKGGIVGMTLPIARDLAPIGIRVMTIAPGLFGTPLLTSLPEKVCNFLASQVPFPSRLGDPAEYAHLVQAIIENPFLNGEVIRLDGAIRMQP
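Read-out: 360 nm excitation, 450 nm emission, kinetic over 4 min. Conditions: His-tagged human HADH2 20 nM, pH 9.0 Tris with Tween-20, 1 mM NAD+, 90 uM beta-hydroxybutyryl-CoA.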
ERK AVP inh = blocks ERK signaling stimulated by vasopressin. HEK293-V1b, vasopressin-stimulated pERK AlphaScreen. Potency, µM (titrated, usually from 57.5 µM), inactives show at the top dose activity, negative = inhibition, usual class: inhibitors. hit rate 0.99% among 72,000; further: potency means the concentration at half of the fitted maximal effect; on the % scale 0 is the no-effect control and ±100 the full control effect; nearly all actives have a fitted effect of over 55% in size
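qHTS, compounds titrated on V1b-expressing HEK293 cells. Preincubation 30 min at 37C, vasopressin 25 nM for 5 min, lysis 10 min, bead incubation 5 hr at room temperature.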
Pol III holo inh = DNA polymerase III holoenzyme inhibition; AID 603; Potency, µM (highest dose often 57.1 µM), inactives show at the highest dose activity change, negative = inhibition; reconstituted DNA polymerase III holoenzyme replication, biochemical; hit rate 0.25% among 71,000; further: potency means the concentration at half of the fitted maximal effect; on the % scale 0 is the no-effect control and ±100 the full control effect
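Reconstituted *E. coli* holoenzyme (0.35 nM Pol III, 1 nM beta, 154 nM SSB, 2 nM primase) was preincubated with compound for 15 min at RT. Synthesis on 1.4 nM ssM13Gori ran 35 min, then was stopped with PicoGreen/EDTA and read as dsDNA fluorescence.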
Tau fil binding = binds recombinant human tau filaments; recombinant tau filaments, thioflavin S fluorescence, 15 h; filaments grown with octadecylsulfate alongside compound; Potency, µM (top dose mostly 57.1 µM), inactives show top-dose activity change, negative = inhibition; hit rate 2% among 71,000; AID 596;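 further: potency means the concentration at half of the fitted maximal effect; on the % scale 0 is the no-effect control and ±100 the full control effect; actives lower thioflavin S fluorescence by blocking filaments or displacing dye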
Target sequence (P10636 whole entry, looked up): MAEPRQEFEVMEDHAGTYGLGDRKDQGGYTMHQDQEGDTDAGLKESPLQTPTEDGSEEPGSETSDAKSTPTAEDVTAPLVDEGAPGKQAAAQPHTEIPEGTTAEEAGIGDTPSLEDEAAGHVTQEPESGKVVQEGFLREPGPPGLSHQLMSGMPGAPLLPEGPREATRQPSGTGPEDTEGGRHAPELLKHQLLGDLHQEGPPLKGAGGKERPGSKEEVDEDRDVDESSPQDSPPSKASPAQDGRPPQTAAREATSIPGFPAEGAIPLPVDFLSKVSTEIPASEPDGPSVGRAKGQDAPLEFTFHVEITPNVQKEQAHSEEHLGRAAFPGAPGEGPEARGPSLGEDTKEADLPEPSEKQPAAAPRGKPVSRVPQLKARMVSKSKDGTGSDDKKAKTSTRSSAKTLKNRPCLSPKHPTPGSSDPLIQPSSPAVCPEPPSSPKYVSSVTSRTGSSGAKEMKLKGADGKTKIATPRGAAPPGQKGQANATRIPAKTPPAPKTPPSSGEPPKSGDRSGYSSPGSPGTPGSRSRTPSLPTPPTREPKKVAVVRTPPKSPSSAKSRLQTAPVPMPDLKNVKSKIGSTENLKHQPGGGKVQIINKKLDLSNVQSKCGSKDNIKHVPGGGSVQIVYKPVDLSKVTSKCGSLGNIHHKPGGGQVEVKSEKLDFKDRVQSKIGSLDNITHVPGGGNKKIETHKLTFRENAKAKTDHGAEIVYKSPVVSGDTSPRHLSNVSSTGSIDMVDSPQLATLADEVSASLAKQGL
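His-tagged recombinant human tau (exons 2, 3, 10; 1 uM final) fibrillized with 30 uM sodium octadecylsulfate, 15 h at 37 C, in pH 7.4 HEPES buffer with 10 uM thioflavine S and 5 mM DTT. Reduced ThS fluorescence (450/510 nm) marks activity.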
* = called active by the depositor; i = inactive; ? = inconclusive; . = not tested or not shown; [ ] = remark or other dose. Unless noted, the call rests on the fitted dose curve; in most records, active means well fitted curve in the direction sought with a large enough effect; inconclusive means small, poorly fitted or top-dose-only effect, or another doubt; inactive means no such curve, though single readings can be large; an effect the other way counts as inactive or inconclusive. These rows are one share of the data. The share of hits here may be higher or lower than overall.

Every second line gives: ALOX15 inhib	CRE Fsk mod	HADH2 inh	HBB splice mod	ERK AVP inh	Rhodamine autofl	Hsp90 Hop PPI	Tau fil binding	TexasRed autofl	Luciferase inh	Pol III holo inh
c1ccc(CNc2ncnc3ccc(-c4ccc5c(c4)OCO5)cc23)cc1
 : 5%	?	?	-2.5%	?	i	-2%	152%	i	1%[2.29 µM]	18%
COc1ccccc1N1C(=O)c2ccccc2NC1c1ccncc1 (stereo not given)
 : 20µM*	0%	?	-1.5%	-25%	i	-3%	-4%	?	-1%	-4%
CCOC(=O)C(CC)Sc1nc2c(c(=O)[nH]c(=O)n2C)n1C/C=C(/C)Cl (stereo not given)
 : ?	?	?	3.0%[57.5 µM]	?	i	-2%	2%	?	-4%	-17%
Cc1c(-c2ccccc2)nc2ccccc2c1C(=O)O
 : -2%	?	14%	-2.3%	-32%	i	-5%	40%	i	-1%	-3%
CCOC(=O)c1[nH]c(C)c(C(=O)N2CCN(c3ccccc3)CC2)c1C
 : -4%	-1%	9%	-2.1%	-2%	i	-5%	-6%	?	2%	-4%
Cn1c(SCCSc2nnc(-c3ccccc3)n2C)nnc1-c1ccccc1
 : 9%	2%	-7%	-3.7%	-8%	.	-2%	-3%	.	0%	6%
CN(C)c1ccc(-c2nccc(NCCN3CCOCC3)n2)cc1
 : -21%	?	-20%	0.2%	-12%	i	-4%	15%	i	1%[2.29 µM]	14%
Cc1cc(C)c(C#N)c(SCc2ccccc2C(=O)O)n1
 : 3%	8%	-3%	.	6%	i	2%	1%	i	-3%	-7%
Clc1ccc(SCCn2ccnc2)cc1
 : 12%	2%	-4%	-3.7%	2%	.	-2%	0%	.	1%	-8%
O=C(CN1C(=O)COc2ccc(Cl)cc21)N1CCc2ccccc21
 : 3%	-1%	11%	-0.7%	-27%	i	-4%	132%	i	-2%	-4%
O=C1CCc2cc(S(=O)(=O)N3CCC(C(=O)NCc4ccccn4)CC3)ccc2N1
 : 27%	-4%	-7%	0.2%	-15%	.	?	-2%	.	0%	4%
O=C(NCc1cccnc1)c1cn(CCc2ccccc2)nn1
 : 9%	0%	9%	.	-11%	i	-2%	-12%	?	1%	-4%
Cn1c(SCC(=O)NCc2ccc3c(c2)OCO3)nnc1-c1c[nH]c2ccccc12
 : 12%	-3%	-16%	1.1%	-3%	i	-2%	9%	?	2%	-4%
NC(=O)COC(=O)C(Cc1ccccc1)NS(=O)(=O)c1ccccc1F (stereo not given)
 : 1%	-3%	-13%	-1.1%[57.5 µM]	3%	i	-1%	-3%	i	4%	-8%
CCn1c(=O)c2ccccc2n2c(SCC(=O)N3CCCc4ccccc43)nnc12
 : 4%	9%	4%	.	-4%	i	-1%	0%	i	4%	-2%
CN(C)c1ccc(NC(=O)CN2CCN(S(=O)(=O)c3cc(Cl)ccc3Cl)CC2)cc1
 : -5%	?	1%	0.5%	-25%	i	-27%	-30%	i	0%	-16%
O=C(CCn1nc(-c2ccc(Cl)cc2)ccc1=O)NCc1ccccn1
 : 19%	-5%	9%	3.6%[0.369 µM]	-4%	i	?	-14%	i	-1%	0%
Cc1ccc(C2C=C(c3ccccc3OC(F)F)Nc3ncnn32)cc1 (stereo not given)
 : ?	?	-19%	-3.1%	-13%	i	4%	18%	i	1%	-9%
Cc1cc(Nc2ccccc2)n(CCC#N)n1
 : 13%	-3%	2%	-0.1%[57.5 µM]	23%	i	1%	4%	i	7%	-2%
CC(=O)c1cccc(NS(=O)(=O)N(C)C)c1
 : 2%	-7%	5%	1.2%	8%	i	-1%	5%	i	0%	-1%
Cc1nnc(SCC(=O)N2c3ccccc3Sc3ccccc32)n1N
 : 13%	0%	11%	-0.3%	-17%	i	0%	-6%	i	2%	-5%
O=C(NC1CCCCC1)Sc1ccc(Cl)cc1
 : ?	-9%	-26%	0.2%[57.5 µM]	-10%	i	1%	1%	i	-4%	2%
O=S(=O)(c1ccccc1)c1nc(-c2cccs2)oc1NCC1CCCO1 (stereo not given)
 : -19%	13%	-6%	-0.2%	-16%	i	-5%	14%	?	-5%	-6%
CC(=O)c1cccc(NC(=O)c2ccc(Br)o2)c1
 : 1%[11.4 µM]	12%[7.6 µM]	-10%[11.4 µM]	-4.6%[0.0738 µM]	-5%	.	-6%[11 µM]	4%[11.4 µM]	.	-15%	11%[11.4 µM]
CCOC(=O)c1[nH]c(C)c(C(=O)N2CCN(c3ccc(F)cc3)CC2)c1C
 : -8%	9%	10%	0.7%	3%	i	-2%	-6%	i	-1%	-4%
CCC(C)(C)NC(=O)C(c1ccc(C)o1)N(Cc1cccs1)C(=O)Cn1nnc2ccccc21 (stereo not given)
 : -21%	-2%	23%	-2.3%	-9%	i	-3%	180%	i	-3%	0%
C=CCNc1nc(N)c(C(=O)c2ccc3c(c2)OCO3)s1
 : -1%	-13%	-16%	-0.3%[57.5 µM]	-17%	i	-12%	-2%	?	-16%	-6%
COc1ccccc1CNS(=O)(=O)c1ccc2c(c1)oc(=O)n2C
 : 3%	19%	4%	0.7%	.	.	1%	-9%	.	4%	-7%
CCc1nc(C)cn1S(=O)(=O)c1cc(OC)c(C)cc1C
 : 7%	7%	1%	-0.1%[57.5 µM]	-14%	i	0%	-3%	i	0%	-6%
CCCNC(=O)NC(=O)COC(=O)c1ccc(OC)c(S(=O)(=O)N2CCCc3ccccc32)c1
 : -7%	?	0%	0.6%[57.5 µM]	12%	i	-10%	11%	?	-3%	1%

A draw from above in order of length of the SMILES, high to low.
Every second line gives: ALOX15 inhib	CRE Fsk mod	HADH2 inh	HBB splice mod	ERK AVP inh	Rhodamine autofl	Hsp90 Hop PPI	Tau fil binding	TexasRed autofl	Luciferase inh	Pol III holo inh
CCCNC(=O)NC(=O)COC(=O)c1ccc(OC)c(S(=O)(=O)N2CCCc3ccccc32)c1
 : -7%	?	0%	0.6%[57.5 µM]	12%	i	-10%	11%	?	-3%	1%
O=S(=O)(c1ccccc1)c1nc(-c2cccs2)oc1NCC1CCCO1 (stereo not given)
 : -19%	13%	-6%	-0.2%	-16%	i	-5%	14%	?	-5%	-6%
O=C(CCn1nc(-c2ccc(Cl)cc2)ccc1=O)NCc1ccccn1
 : 19%	-5%	9%	3.6%[0.369 µM]	-4%	i	?	-14%	i	-1%	0%
COc1ccccc1CNS(=O)(=O)c1ccc2c(c1)oc(=O)n2C
 : 3%	19%	4%	0.7%	.	.	1%	-9%	.	4%	-7%
Cc1nnc(SCC(=O)N2c3ccccc3Sc3ccccc32)n1N
 : 13%	0%	11%	-0.3%	-17%	i	0%	-6%	i	2%	-5%
CCc1nc(C)cn1S(=O)(=O)c1cc(OC)c(C)cc1C
 : 7%	7%	1%	-0.1%[57.5 µM]	-14%	i	0%	-3%	i	0%	-6%
CC(=O)c1cccc(NS(=O)(=O)N(C)C)c1
 : 2%	-7%	5%	1.2%	8%	i	-1%	5%	i	0%	-1%

The results go on:
Every second line gives: ALOX15 inhib	CRE Fsk mod	HADH2 inh	HBB splice mod	ERK AVP inh	Rhodamine autofl	Hsp90 Hop PPI	Tau fil binding	TexasRed autofl	Luciferase inh	Pol III holo inh
O=C(Nc1ccccc1)OC1C2CCC1C(N1CCCCC1)CC2 (stereo not given)
 : 1%	-4%	17%	0.1%[57.5 µM]	-23%	i	-2%	-4%	i	-4%	-2%
COc1cc(C)c(Cl)cc1S(=O)(=O)NCc1ccco1
 : -3%	-19%	-20%	3.5%	-15%	i	-5%	3%	?	1%	-5%
CC1CN(C(=O)Nc2ccc3snnc3c2)c2ccccc21 (stereo not given)
 : -15%	?	?	0.8%	?	.	?	-24%	.	-28%	-6%
O=C(CCc1nc2ccccc2[nH]c1=O)OCc1ccc(S(=O)(=O)N2CCOCC2)cc1
 : 6%	-6%	-11%	2.0%	-27%	i	-2%	0%	i	3%	0%
CCn1c(NCc2cccc(OC)c2OC)nc2ccccc21
 : 5%	7%	-4%	2.7%	-4%	i	-9%	-3%	i	-11%	1%

Screening data deposited in PubChem BioAssay by National Center for Advancing Translational Sciences (NCATS).
